Source: PubChem BioAssay (several laboratories)
DAGLB inh – diacylglycerol lipase beta (human) inhibition. inhibition, % at 5.17 µM. 340,000 compounds, 0.059% hits. HEK293T DAGLB membrane lysate, EnzChek fluorogenic substrate. Q8NCG7; in the data active = inhibition above about 34%;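 also: 0% = enzyme with vehicle and 100% = wells lacking enzyme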
SR-BI DiI-HDL act – SR-BI HDL lipid transfer activation. CHO ldlA[mSR-BI] cells, DiI-HDL uptake fluorescence, 3 h; 100 = double the neutral-control signal. activation, % at 12.5 µM. 320,000 compounds, 0.096% hits;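 active = mean replicate activation of at least 60% and every replicate at or above 60%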;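 also: 0% = median plate neutral-control signal and 100% = twice that signal; values of inactives mirror those of a sister screen read the other way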
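Assay system: LDL receptor-deficient CHO ldlA cells overexpressing murine SR-BI / Medium: BSA-supplemented, HEPES-buffered Ham's F12, pH 7.4 / Probe or stimulus: DiI-labelled HDL at 10 µg/mL final / Timing: compound with DiI-HDL co-incubation, 3 h at 37 °C / Technique: bottom-read cell fluorescence after medium removal, ex 550/em 595 nm / Measure: HDL uptake via cellular fluorescence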
cardiac RTF act – cardiac RTF calcium sensitization; P19429+P45379; IANBD-labeled TnC RTF fluorescence at EC20 calcium; 0% EC20 calcium, 100% full calcium; activation, % at 7.2 µM; 340,000 compounds, 0.24% hits; AID 493008;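 active = activation above the mean over all tested compounds plus 3 SD, cut at about 30% in these data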;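 also: rise in fluorescence read as greater calcium sensitivity of cardiac thin filaments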
CAL PDZ FP-1 – inhibitors of human CAL PDZ peptide binding; AID 602252; Q9HD26; 300,000 compounds, 0.92% hits; inhibition, % at 24.9 µM; purified CAL PDZ, TMR-peptide fluorescence polarization, 1 h;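 active = mean inhibition of at least 30% with at least half of replicates also reaching 30%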;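 also: 0% = DMSO neutral control and 100% = excess unlabeled competitor peptide PRC23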
Cardiac RTF inh – cardiac RTF calcium desensitization; P19429+P45379; IANBD-labeled cardiac RTF, Ca2+ fluorescence; inhibition, % at 7.15 µM; 340,000 compounds, 0.12% hits;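 active = inhibition above the mean inhibition of all tested compounds plus 3 SD, cut at about 17% in these data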;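 also: assay run at fixed EC70 calcium of 1.6 mM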
Rtt109 HAT inh – blocks Candida albicans Rtt109/Vps75 acetyltransferase activity; Q5AAJ8; purified Rtt109/Vps75, ThioGlo CoA-SH fluorescence, 4 h; inhibition, % at 34.9 µM; 330,000 compounds, 0.16% hits;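 active = inhibition of at least 50% in every replicate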
Target sequence (Q5AAJ8 whole entry, looked up): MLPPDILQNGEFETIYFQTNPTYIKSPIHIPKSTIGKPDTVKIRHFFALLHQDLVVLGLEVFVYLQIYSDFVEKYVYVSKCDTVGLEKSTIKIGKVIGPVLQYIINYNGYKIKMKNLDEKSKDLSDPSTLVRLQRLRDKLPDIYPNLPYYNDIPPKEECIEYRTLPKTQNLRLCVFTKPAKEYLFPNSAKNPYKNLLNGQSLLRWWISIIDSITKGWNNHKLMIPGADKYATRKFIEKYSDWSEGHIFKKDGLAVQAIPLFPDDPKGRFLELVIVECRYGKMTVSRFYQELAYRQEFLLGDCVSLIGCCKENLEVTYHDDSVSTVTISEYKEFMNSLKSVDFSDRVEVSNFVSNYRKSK
C-LANA FP – KSHV C-LANA DNA binding inhibition; MBP-C-LANA/FAM-LBS DNA binding, fluorescence polarization; inhibition, % at 9 µM; 340,000 compounds, 0.078% hits;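 active = highest replicate inhibition at or above 60% at 9 µM, even if other replicates fall short; inactive = all replicates below 60% inhibition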;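 also: 0% = neutral control wells and 100% = 4 µM acridine orange control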
PKA-R2B activ – activators of human PKA-R2B complex. P22694+P31323. PKA-R2B holoenzyme dissociation, Cy5-IP20 fluorescence polarization; R2B truncated from residue 108, S112A mutant; 0% DMSO only, 100% 113 µM cGMP. activation, % at 11.4 µM. 340,000 compounds, 0.079% hits. AID 504700;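 active = activation above a cutoff set at the mean over all compounds plus 3 SD, cut at about 18% in these data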;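 also: higher means more holoenzyme dissociation and a rise in polarization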
Target sequence (P31323 whole entry, looked up, other chains not shown, the tested form may be a part): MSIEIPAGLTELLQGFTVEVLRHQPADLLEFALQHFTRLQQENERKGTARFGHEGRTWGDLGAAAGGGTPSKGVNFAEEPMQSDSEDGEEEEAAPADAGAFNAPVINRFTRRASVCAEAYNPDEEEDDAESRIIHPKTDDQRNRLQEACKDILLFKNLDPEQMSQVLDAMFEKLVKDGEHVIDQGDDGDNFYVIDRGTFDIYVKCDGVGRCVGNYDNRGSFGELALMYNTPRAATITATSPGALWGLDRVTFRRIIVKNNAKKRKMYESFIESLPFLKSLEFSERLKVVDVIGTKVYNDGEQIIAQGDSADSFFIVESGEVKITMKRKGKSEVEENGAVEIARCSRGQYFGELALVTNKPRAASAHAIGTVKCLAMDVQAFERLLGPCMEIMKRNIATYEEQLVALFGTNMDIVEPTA
Keap1-Nrf2 PPI – Keap1-Nrf2 (human) interaction inhibition; Keap1 Kelch-Nrf2 peptide fluorescence polarization, 1536-well; Q14145; 340,000 compounds, 0.15% hits; AID 504523; inhibition, % at 9.4 µM; in the data active = inhibition above about 12%;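 also: human Keap1 Kelch domain with fluorescein labeled Nrf2 9mer peptide probe; 0% = neutral control wells and 100% = peptide positive control; higher means more block of Keap1 binding to Nrf2 peptide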
CAL PDZ FP-2 – inhibitors of human CAL PDZ peptide binding. AID 504414. 330,000 compounds, 0.02% hits. purified CAL PDZ, TMR-peptide fluorescence polarization, 1 h. Q9HD26. inhibition, % at 20 µM;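 active = highest replicate inhibition of at least 40%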;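 also: plate controls were DMSO neutral control wells for no effect and unlabeled competitor peptide control wells for full effect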
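System: tagged CAL PDZ domain. Schedule: 1 h room-temperature incubation prior to read. Signal: fluorescence polarization (mP). Measure: percent inhibition from loss of millipolarization.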
Numbers without * were called inactive; / = no result given.

SMILES	DAGLB inh	SR-BI DiI-HDL act	cardiac RTF act	CAL PDZ FP-1	Cardiac RTF inh	Rtt109 HAT inh	C-LANA FP	PKA-R2B activ	Keap1-Nrf2 PPI	CAL PDZ FP-2
O=S(Cc1ccc(Cl)cc1)CC(O)COCc1ccc(Cl)cc1 (stereo unspecified)	-1	23	-5	1	-9	7	-2.1	4	-1	-0.3
Cc1ccc(/C=N/N=C2/NC(=O)C(CC(=O)N3CCOCC3)S2)cc1 (stereo unspecified)	-2	/	-5	1	-13	4	1.0	0	2	-0.7
CCc1ccccc1NC(=O)c1ccc2snnc2c1	-2	-52	3	-1	-3	12	1.9	2	-3	-2.5
N/C(Cc1cccc2ccccc12)=N\OC(=O)c1ccccc1F	-8	2	-4	-1	-3	4	-1.9	-4	-1	-2.8
FC(F)(F)c1cccc(Nc2nc(N3CCCC3)nc(N3CCCC3)n2)c1	-1	-39	-1	2	-6	-3	-1.3	0	-3	-2.4
O/N=C(\Cn1ccnc1)c1ccccc1	1	19	1	0	5	0	0.2	-8	-4	-0.2
Cn1c(N=Nc2ccc(N3CCOCC3)cc2)[n+](C)c2ccccc21	3	27	-10	19	12	2	-3.7	-7	-2	0.4
CCN(CC)C(=O)c1csc(Nc2cccc3ccccc23)n1	3	-48	5	-4	-1	3	2.2	-1	-3	-0.3
COc1cc(/C=N\NC(=O)c2ccc(C)nc2)ccc1OC(=O)c1ccc2c(c1)OCO2	-1	-36	1	4	0	-6	-0.7	-3	-6	1.2
COc1ccc(S(=O)(=O)N(CCc2ccccc2)CC(=O)N/N=C/c2ccc3c(c2)OCO3)cc1	3	-40	4	/	11	4	0.1	11	1	-0.5
COc1ccc(-c2[nH]n(-c3ccc([N+](=O)[O-])cc3)c(=O)c2C=NCc2ccc(F)cc2)cc1	2	-69	0	-2	5	-2	-0.6	-6	0	0.6
Cc1ccc(S(=O)(=O)N2CCC(C(=O)NCCCN3CCCCCC3)CC2)cc1	-2	-12	-5	-2	-12	3	-0.6	2	-2	-1.2

Six of these compounds in another layout.
Results follow in this order: DAGLB inh | SR-BI DiI-HDL act | cardiac RTF act | CAL PDZ FP-1 | Cardiac RTF inh | Rtt109 HAT inh | C-LANA FP | PKA-R2B activ | Keap1-Nrf2 PPI | CAL PDZ FP-2
N/C(Cc1cccc2ccccc12)=N\OC(=O)c1ccccc1F
 : -8 | 2 | -4 | -1 | -3 | 4 | -1.9 | -4 | -1 | -2.8
CCN(CC)C(=O)c1csc(Nc2cccc3ccccc23)n1
 : 3 | -48 | 5 | -4 | -1 | 3 | 2.2 | -1 | -3 | -0.3
COc1ccc(-c2[nH]n(-c3ccc([N+](=O)[O-])cc3)c(=O)c2C=NCc2ccc(F)cc2)cc1
 : 2 | -69 | 0 | -2 | 5 | -2 | -0.6 | -6 | 0 | 0.6
Cc1ccc(S(=O)(=O)N2CCC(C(=O)NCCCN3CCCCCC3)CC2)cc1
 : -2 | -12 | -5 | -2 | -12 | 3 | -0.6 | 2 | -2 | -1.2
O/N=C(\Cn1ccnc1)c1ccccc1
 : 1 | 19 | 1 | 0 | 5 | 0 | 0.2 | -8 | -4 | -0.2
Cc1ccc(/C=N/N=C2/NC(=O)C(CC(=O)N3CCOCC3)S2)cc1 (stereo unspecified)
 : -2 | / | -5 | 1 | -13 | 4 | 1.0 | 0 | 2 | -0.7

Further results.
SMILES	DAGLB inh	SR-BI DiI-HDL act	cardiac RTF act	CAL PDZ FP-1	Cardiac RTF inh	Rtt109 HAT inh	C-LANA FP	PKA-R2B activ	Keap1-Nrf2 PPI	CAL PDZ FP-2
CCN(C(=O)CSc1ncn[nH]1)c1c(N)n(Cc2ccccc2)c(=O)[nH]c1=O	-1	23	0	-3	-4	2	-0.7	6	-2	-2.2
Cc1ccc(-n2nc3c(=O)n(CCCC(=O)NCc4ccccc4C)nc(C)c3c2C)cc1	2	-43	-1	-3	-6	-3	-0.9	2	-4	3.7
CNc1nc(C23CC4CC(CC(C4)C2)C3)cs1	0	-6	8	/	-11	-1	-1.0	1	-6	-1.1
CC(C(=O)Nc1ccccn1)N1C(=O)C2C3C=CC(C3)C2C1=O (stereo unspecified)	0	22	8	1	1	5	1.7	3	6	-4.2
CC(C)CNC(=O)c1ccccc1N(Cc1ccccc1)S(C)(=O)=O	-1	18	0	-1	-5	-4	-0.1	-3	-1	0.3
CCc1cccc(C)c1NC(=O)CCCC(=O)O	0	-12	-11	-6	1	-2	-5.0	-4	-1	-1.3
Cc1nonc1C1CCCN1Cc1cn[nH]c1-c1ccc(-c2ccccc2)cc1 (stereo unspecified)	2	/	-1	/	-9	9	0.9	-12	2	-1.8
Cc1cccc(C)c1OCc1nc2ccccc2[nH]1	-1	-29	1	-1	3	7	-0.2	-8	-1	-2.8
O=C(NC(Cc1ccccc1)C(=O)O)c1ccc(S(=O)(=O)N2CCCCC2)cc1 (stereo unspecified)	3	25	10	-6	1	-3	0.8	0	-5	-2.3
COc1ccccc1NC(=O)CSc1nnc(-c2ccccn2)n1Cc1ccco1	0	-13	0	-2	-5	-5	-0.3	1	-3	-0.7
O=C(NNC(=O)c1ccccc1Cl)c1ccc2c(=O)n3c(nc2c1)CCC3	0	3	2	-3	-5	3	0.3	-6	-6	-0.8
O=C(Nc1ccc2c(c1)OCCO2)C1CCN(S(=O)(=O)c2ccc(Br)s2)CC1	-9	0	-3	/	1	-2	-1.5	-6	2	-1.4
Cc1ccc(S(=O)(=O)N2CCC(=O)N(C(COCc3cccc(Cl)c3)C(C)C)CC2)cc1 (stereo unspecified)	-7	20	1	-4	-16	-2	1.5	-11	-6	0.3
Cc1ccc(S(=O)(=O)NC2CCCCCCC2)cc1	-4	-1	1	-5	-3	7	-0.3	8	-3	-0.6
CC(C)c1ccc(NC(=O)COC(=O)CSc2nnc(N)s2)cc1	-2	25	-8	1	-18	-13	-0.4	5	5	-1.4
CC(C)(O)C#Cc1ccc(CN2CCC(CO)(CCc3ccccc3)CC2)cc1	-4	-13	-3	-7	-1	-1	1.2	-1	-5	-0.6
C=CCN1C(=O)C(Cc2ccc(OCC)cc2)S/C1=N\N=C\c1cccs1 (stereo unspecified)	-11	4	-1	0	-9	-1	1.9	-1	-2	-1.2
CC(Sc1nnc(-c2ccccc2F)n1N)C(=O)NCC1CCCO1 (stereo unspecified)	-3	14	0	-1	-3	-5	0.8	-7	5	-1.7
CC1(C)CC(=O)C(CS(=O)(=O)c2ccccc2)=C(Cl)C1	0	24	0	-4	-4	1	-1.9	14	0	-1.2
O=C(NCC(c1ccco1)N1CCCC1)c1cccc(S(=O)(=O)Nc2ccc(Br)cc2)c1 (stereo unspecified)	2	-1	8	0	-12	5	0.7	-14	-4	-1.6
Nc1c(Cl)cc(-c2[nH]c3cc(C(=O)NCCO)ccc3c(=O)c2O)cc1Cl	3	5	-4	-5	-14	-12	-3.4	-13	-1	3.8
Nc1nonc1-n1nnc(C(=O)N/N=C/c2ccco2)c1-c1ccccc1	-1	3	-2	-2	3	8	-1.1	-3	-1	-1.0
O=S(=O)(NCC1CCCN(Cc2ccccc2)C1)c1cccc2cccnc12 (stereo unspecified)	0	30	-2	2	-2	-2	-3.2	2	-1	-1.0
Cc1csc(NC(=O)CSc2[nH]c(=O)ncc2C)n1	-4	12	7	-2	-10	0	-1.6	-9	0	-2.3
COc1cc(C(=O)Nc2cc(C)cc(C)c2)c(-n2cnnn2)cc1OC	0	-13	0	3	-10	-6	-1.1	7	-6	-0.6
O=C(COc1ccccc1)NC(=S)Nc1cccc([N+](=O)[O-])c1	-10	23	5	2	3	0	0.9	-1	-3	-0.7
Cc1ccc(N(C)S(=O)(=O)c2cc(-c3cnc(C4CC4)o3)ccc2C)cc1	-3	0	-3	-3	-1	-5	1.3	-4	-1	-0.7
CCOc1ccc(-c2noc(CCC(=O)NC3CCCC3)n2)cc1OC	0	10	3	-3	-7	8	0.9	-6	-1	-2.1
Cc1onc(-c2ccccc2Cl)c1C(=O)Nc1cccc2nsnc12	-12	-19	1	/	-6	-28	-1.1	1	-2	-0.8
CC(Sc1nnc(-c2ccco2)n1-c1ccccc1)C(=O)NCC1CCCO1 (stereo unspecified)	2	16	0	10	-1	4	-1.4	3	0	0.5
COc1ccc(NC(=O)CCc2nnc3ccc(N4CCN(c5cccc(OC)c5)CC4)nn23)cc1	4	/	0	-4	-7	-4	-2.4	-15	-1	-2.0
O=C(O)c1cccnc1SCc1ccc([N+](=O)[O-])cc1	3	/	-3	-3	-7	-5	3.2	-2	-3	0.4
COc1cccc(/C=C(\C(=O)O)c2ccccc2)c1	0	16	0	-2	-19	-2	-1.5	-9	-2	-0.5
CCOc1cc(/C=N/O)ccc1OS(=O)(=O)c1ccc(C)cc1	-5	16	-4	-2	-6	-7	0.5	1	4	-0.8
COc1cccc2sc(=NC(=O)CCS(=O)(=O)c3ccc(C)cc3)n(C)c12	-8	-1	-4	-11	-3	6	-0.7	8	-3	0.1
CCc1ccc(NC(=O)Nc2cccc(OC)c2)cc1	-7	-15	-3	-4	-5	23	-0.7	-7	0	-1.0
CCc1ccccc1N(CC(=O)NCc1ccc(OC)cc1)C(=O)CCC(=O)Nc1ccccn1	-1	-20	-3	-6	-14	1	0.1	11	-6	-2.1
OC(COc1ccc(CNCCc2ccc(C(F)(F)F)cc2)cc1)CN1CCCCC1 (stereo unspecified)	2	5	5	-5	-1	13	-1.3	5	-9	-0.8
COC(=O)[C@@H](Cc1ccccc1)NC(=O)Cn1cc(C)c(=O)[nH]c1=O	-2	-14	1	-4	-9	6	0.5	0	4	0.1
COC(=O)Cc1ccc(NC(=S)NNC(=O)C2CC2)cc1	2	15	-5	/	5	-3	1.9	5	0	-0.1
CN(C)CCCN(C(=O)COc1ccccc1)c1nc2c(F)cccc2s1	-1	/	-3	3	-13	7	-0.9	-6	-6	-2.5
